SMARCA2 act – increases SMARCA2 function in MMTV reporter cells. activation, % at 9.1 µM. MG213 cells, MMTV-luciferase reporter, dexamethasone, overnight. actives 1% (n = 370,000); in the data active means activation above about 7.8%;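 further: 0% = vehicle wells and 100% = reference activator wells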
ssDAF-12 act – activates DAF-12 receptor from parasite S. stercoralis | HEK293 ssDAF-12/GRIP1 lit1-tk-luc reporter, luminescence; % of 3 µM dafachronic acid response | activation, % at 6.8 µM | actives 1% (n = 370,000) | AID 652126;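 active means activation above the mean over all tested compounds plus 3 SD, cut at about 0.9% in these data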;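 further: 0% = DMSO-only wells and 100% = 3 µM delta7-dafachronic acid wells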
NPR2 activator – GC-B (human) receptor activation. P20594. HEK293-GC-B cells, CNP EC30, cGMP TR-FRET; 0% at EC30 CNP, 100% saturating CNP. activation, % at 10 µM. actives 0.11% (n = 370,000). AID 1920062;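 active means activation at 10 µM reaching about 35% in either raw or pattern-adjusted values, limit read from the data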
Target sequence (P20594 whole entry, looked up): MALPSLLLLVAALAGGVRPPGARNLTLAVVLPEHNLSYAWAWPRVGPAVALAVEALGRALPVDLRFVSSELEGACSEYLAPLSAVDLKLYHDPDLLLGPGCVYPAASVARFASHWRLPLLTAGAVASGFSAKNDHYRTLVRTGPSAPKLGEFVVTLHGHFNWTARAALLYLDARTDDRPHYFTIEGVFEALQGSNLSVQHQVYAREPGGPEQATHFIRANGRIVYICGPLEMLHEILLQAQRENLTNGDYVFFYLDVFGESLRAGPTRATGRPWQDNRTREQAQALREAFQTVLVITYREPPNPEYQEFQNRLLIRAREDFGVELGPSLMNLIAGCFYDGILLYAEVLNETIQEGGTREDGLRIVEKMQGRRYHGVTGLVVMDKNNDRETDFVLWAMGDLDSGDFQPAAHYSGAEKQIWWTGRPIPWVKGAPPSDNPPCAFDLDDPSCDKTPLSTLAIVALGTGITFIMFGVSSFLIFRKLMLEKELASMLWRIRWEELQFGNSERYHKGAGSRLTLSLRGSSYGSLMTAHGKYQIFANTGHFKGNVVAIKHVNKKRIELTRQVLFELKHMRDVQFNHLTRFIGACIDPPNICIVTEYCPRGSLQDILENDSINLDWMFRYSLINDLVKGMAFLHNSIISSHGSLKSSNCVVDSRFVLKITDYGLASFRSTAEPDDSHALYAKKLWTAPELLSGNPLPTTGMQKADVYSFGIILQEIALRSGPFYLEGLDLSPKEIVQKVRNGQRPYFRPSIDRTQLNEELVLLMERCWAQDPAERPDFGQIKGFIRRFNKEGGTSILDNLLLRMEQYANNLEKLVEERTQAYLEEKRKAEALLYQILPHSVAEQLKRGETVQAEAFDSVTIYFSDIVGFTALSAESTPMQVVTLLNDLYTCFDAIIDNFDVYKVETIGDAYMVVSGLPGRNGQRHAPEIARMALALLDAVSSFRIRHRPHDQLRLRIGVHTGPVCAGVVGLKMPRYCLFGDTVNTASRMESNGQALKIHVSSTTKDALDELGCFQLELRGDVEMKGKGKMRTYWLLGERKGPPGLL
hcDAF12 agonist – activates DAF-12 receptor from parasite H. contortus. HEK293 hcDAF-12 lit1-tk-luc reporter, luminescence; 0% DMSO, 100% Δ7-dafachronic acid. actives 1.4% (n = 370,000). activation, % at 6.8 µM;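 active means activation above the mean of all tested compounds plus 3 SD, cut at about 5.5% in these data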;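 further: 100% = response to 3 µM Δ7-dafachronic acid high control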
DAX1 inh-1 – DAX1 (NR0B1) inhibition, primary screen | HEK293T StAR-luciferase reporter, SF-1/DAX-1 repression relief | inhibition, % at 6.8 µM | actives 1.1% (n = 370,000) | AID 652010;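 active means inhibition above the mean over all tested compounds plus 3 SD, cut at about 3.6% in these data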;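 further: 0% = DAX-1 cells with DMSO and 100% = cells lacking DAX-1 with DMSO; higher inhibition means more luminescence from relief of DAX-1 repression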
proKLK7 act – activates the human kallikrein-7 zymogen | purified proKLK7, EDANS-DABCYL substrate fluorescence; 100% is mature enzyme control, 0% vehicle | actives 0.9% (n = 370,000) | P49862 | activation, % at 7 µM;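 active means activation above the mean of all tested compounds plus 3 SD, computed per campaign excluding outliers beyond control limits, cut at about 13% in these data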
NPR1 activator – GC-A (human) enzyme activation; P16066; HEK293 GC-A cells, cGMP TR-FRET, EC30 ANP; 0% at EC30 ANP, 100% saturating ANP; activation, % at 10 µM; actives 0.14% (n = 370,000); AID 1671463; in the data active means activation above about 40%
hgDAF-12 ag – activates the H. glycines DAF-12 receptor ligand-binding domain; HEK293 GAL4-hgDAF12 UAS-luciferase reporter, agonist luminescence; normalized to butyrate control; activation, % at 6.8 µM; actives 1.8% (n = 370,000); AID 687014;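 active means activation above a cutoff set at the mean of all screened compounds plus 3 SD, cut at about 10% in these data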;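 further: 0% = DMSO wells and 100% = sodium butyrate wells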
DAX1 inh-2 – inhibits human nuclear receptor DAX1. actives 0.99% (n = 340,000). inhibition, % at 6.75 µM. AID 504766. P51843. HEK293 Gal4-DAX1 luciferase reporter, luminescence;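 active means inhibition above the mean over all tested compounds plus 3 SD, cut at about 4.2% in these data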;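 further: 0% = DAX1-transfected cells with DMSO and 100% = empty-vector control cells with DMSO; inhibition shows as a rise in luminescence from relieved DAX1 repression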
sPLA2-III inh – Blocks human group III sPLA2 activity; Q9NZ20; QFRET BODIPY PC-A2 liposome hydrolysis, fluorescence; inhibition, % at 12.2 µM; actives 0.56% (n = 370,000); AID 743126;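 active means inhibition above mean plus 3 SD of compounds lying within the high and low control bounds, cut at about 19% in these data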;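 further: 0% = median of test compound wells and 100% = no enzyme DMSO wells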
GAA850 FXN act – frataxin GAA850 promoter activation; HEK293 lucGAA850 FXN promoter luciferase reporter, 24 h; percent of 10 µM SAHA response; activation, % at 6 µM; actives 0.56% (n = 360,000);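 active means activation above the average of all compounds screened plus 3 SD, cutoff fixed separately per campaign, cut at about 7.5% in these data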;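 further: 0% = DMSO wells and 100% = 10 µM SAHA wells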
Starred values were filed as active, the others as inactive; nt = no result given. Compounds as they come; overall some 6.7% were active at least once.

structure | SMARCA2 act | ssDAF-12 act | NPR2 activator | hcDAF12 agonist | DAX1 inh-1 | proKLK7 act | NPR1 activator | hgDAF-12 ag | DAX1 inh-2 | sPLA2-III inh | GAA850 FXN act
CC(C)OCCCNC(=O)c1cccs1 | -0.9 | -1.6 | 6.4 | -0.4 | 0.6 | 0.7 | -2.8 | 3.4 | 2.5 | 2.0 | -3.3
N#Cc1c(C(F)(F)F)cc(C2CC2)[nH]c1=O | 5.0 | -1.9 | -2.8 | 1.4 | 0.6 | 17.6* | 16.5 | -0.3 | 1.1 | -2.5 | -0.9
COC(=O)CCC(=O)OC1(C)C(=O)C=C2C=C(C3CC3)N(C3CCCC3)C=C2C1=O (stereo not given) | 3.0 | -1.5 | 7.3 | -2.0 | -0.1 | 0.6 | 3.3 | 0.5 | -0.6 | -3.0 | -1.9
O=C(OCN1C(=O)c2ccccc2C1=O)c1cccs1 | -1.2 | -1.1 | 8.3 | -1.8 | 0.4 | -0.1 | -1.3 | -0.6 | 1.4 | 0.5 | 0.9
CCOC(=O)c1ccc(NC(=O)CSc2nc(=O)n3cccc(C)c3n2)cc1 | -1.5 | -1.4 | 0.0 | -2.6 | -2.3 | 0.6 | 3.1 | -0.5 | -0.5 | -4.2 | -1.3
COC(=O)[C@H](CCSC)NC(=O)NCc1ccccn1 | -1.6 | -0.9 | -1.5 | -1.4 | 0.0 | 0.3 | 3.0 | -1.6 | 0.1 | 5.4 | 0.8
COc1ccc(C(=O)/C=C/Nc2ccc([N+](=O)[O-])cc2C)cc1OC | 5.7 | -1.1 | 3.6 | -1.4 | 0.4 | 0.7 | 7.7 | 0.1 | 0.5 | 0.0 | 1.3
COC(=O)CCCC(=O)NC1CCCN(C2Cc3ccccc3C2)C1 (stereo not given) | -1.5 | -0.5 | -1.3 | 2.3 | -0.6 | 0.3 | -2.0 | 2.3 | -0.3 | 0.9 | 1.1
CCOc1ccc(N(CC(=O)Nc2c(C)n(C)n(-c3ccccc3)c2=O)S(=O)(=O)c2cc(OC)ccc2OC)cc1 | -5.6 | -1.3 | -1.1 | -0.9 | -0.3 | 0.2 | -1.4 | 2.2 | nt | 4.7 | nt
COc1ccc(Br)c(C(=O)Nc2nc3ccccc3[nH]2)c1 | 8.8* | -0.6 | 0.1 | 1.3 | 1.0 | -0.3 | 2.7 | 3.1 | 0.5 | 4.4 | 5.3
CN(C)N1C(=O)C2C3C=CC(O3)C2C1=O (stereo not given) | -1.5 | -0.8 | 0.0 | 0.4 | 1.3 | -0.5 | 0.1 | -0.2 | 1.1 | -0.2 | -1.3
CCOC(=O)N1CCC(n2c(SCC(=O)OCc3ccccc3)nc3ccsc3c2=O)CC1 | -0.4 | -1.5 | -2.6 | -0.1 | 0.3 | -0.5 | 4.3 | -2.6 | -0.6 | 2.2 | 2.2
CC(=O)c1ccc(NC(=O)COC(=O)CCC2CCCC2)cc1 | -1.1 | -0.9 | -3.1 | -0.9 | -0.4 | -0.3 | 1.7 | 3.8 | 0.9 | -16.1 | 0.3
S=C(NCc1cccc(Cl)c1)NCc1ccco1 | -2.7 | -0.2 | -3.2 | 2.0 | -1.5 | -0.3 | 1.4 | 2.2 | 0.5 | 14.1 | 0.7
CCOC(=O)N1CCN(C(c2ccc(C(C)C)cc2)c2sc3nc(C)nn3c2O)CC1 (stereo not given) | 1.5 | -1.1 | -0.8 | -2.0 | -0.7 | -0.1 | -0.2 | -3.1 | 0.5 | -16.7 | 1.7
CCOc1ccccc1-n1c(SCC(N)=O)nnc1-c1cccnc1 | -0.7 | -1.1 | 0.4 | -1.1 | 0.5 | 0.6 | -1.1 | -0.7 | 0.2 | -1.7 | 0.1
O=C(O)c1ccc(NC(=O)C2CCCCC2)cc1 | -4.2 | -1.5 | 4.9 | -0.1 | 0.2 | 0.3 | 2.7 | 1.0 | 0.1 | 6.3 | 4.0
COc1cccc(CNC(=O)C2CCCN(c3ncccn3)C2)c1OC (stereo not given) | -2.2 | -1.7 | 4.0 | 3.1 | -0.6 | 0.2 | -1.3 | 0.5 | nt | -1.2 | nt
O=C(C1CC(c2ccc(F)cc2)=NO1)N1CCc2ccccc2C1 (stereo not given) | 1.6 | -1.2 | 2.5 | -0.3 | 2.2 | 0.0 | -0.4 | 1.6 | 0.2 | -2.1 | 1.3
CCCNc1nc(Cl)nc(NCc2cccnc2)n1 | 0.6 | -2.1 | -8.7 | -2.1 | 0.1 | -0.1 | -4.6 | -0.7 | 2.3 | 3.5 | 0.4

5 entries picked at random from the list so far:
structure | SMARCA2 act | ssDAF-12 act | NPR2 activator | hcDAF12 agonist | DAX1 inh-1 | proKLK7 act | NPR1 activator | hgDAF-12 ag | DAX1 inh-2 | sPLA2-III inh | GAA850 FXN act
O=C(C1CC(c2ccc(F)cc2)=NO1)N1CCc2ccccc2C1 (stereo not given) | 1.6 | -1.2 | 2.5 | -0.3 | 2.2 | 0.0 | -0.4 | 1.6 | 0.2 | -2.1 | 1.3
COC(=O)CCC(=O)OC1(C)C(=O)C=C2C=C(C3CC3)N(C3CCCC3)C=C2C1=O (stereo not given) | 3.0 | -1.5 | 7.3 | -2.0 | -0.1 | 0.6 | 3.3 | 0.5 | -0.6 | -3.0 | -1.9
CN(C)N1C(=O)C2C3C=CC(O3)C2C1=O (stereo not given) | -1.5 | -0.8 | 0.0 | 0.4 | 1.3 | -0.5 | 0.1 | -0.2 | 1.1 | -0.2 | -1.3
CC(C)OCCCNC(=O)c1cccs1 | -0.9 | -1.6 | 6.4 | -0.4 | 0.6 | 0.7 | -2.8 | 3.4 | 2.5 | 2.0 | -3.3
COC(=O)[C@H](CCSC)NC(=O)NCc1ccccn1 | -1.6 | -0.9 | -1.5 | -1.4 | 0.0 | 0.3 | 3.0 | -1.6 | 0.1 | 5.4 | 0.8

The list continues:
structure | SMARCA2 act | ssDAF-12 act | NPR2 activator | hcDAF12 agonist | DAX1 inh-1 | proKLK7 act | NPR1 activator | hgDAF-12 ag | DAX1 inh-2 | sPLA2-III inh | GAA850 FXN act
CSc1ccc(NC(=O)NCCCN2CCC(Cc3ccccc3)CC2)cc1 | 0.0 | -1.3 | -12.3 | -1.0 | -0.7 | 0.4 | -36.6 | -1.2 | -1.1 | -18.4 | -0.4
Cc1nc2ccc(S(=O)(=O)NCC(=O)NCCN3CCCCC3C)cc2s1 (stereo not given) | 0.9 | -1.3 | 8.4 | -0.3 | 0.1 | -0.8 | 7.4 | -0.8 | 1.0 | 3.4 | -0.6
Cc1ccc2c(c1)N(CC(=O)NC1CCCC1)C(=O)c1cccnc1O2 | 4.8 | -2.1 | -0.5 | -2.6 | 0.1 | 0.0 | -4.9 | -1.3 | 0.7 | 0.8 | -2.1
O=C1CCCN2N=C(SCC(=O)Nc3nccs3)SC2=N1 | -3.1 | -1.2 | 3.8 | -0.1 | 0.4 | -0.5 | -3.4 | 0.9 | 0.4 | 0.7 | 0.2
CC(=O)c1sc2nsc(SCCN3CCOCC3)c2c1N | -2.2 | -1.1 | -5.4 | 0.2 | 0.1 | 0.1 | 5.2 | -1.1 | nt | 11.1 | 1.1
COc1cc(S(=O)(=O)NCCCN2CCOCC2)ccc1-n1cnnn1 | -4.2 | -1.6 | -5.8 | 0.1 | -0.1 | -0.8 | -3.1 | -2.0 | -0.8 | 2.2 | 2.6
Cn1ccc(=Nc2ccc(NC(=O)c3ccc(N=c4ccn(C)c5ccc([N+](=O)[O-])cc45)cc3)cc2)cc1 | 1.9 | -0.8 | 1.9 | -1.1 | -0.5 | 0.6 | 15.3 | -1.7 | 0.4 | -20.2 | -2.1
CCCC(NC(=O)COc1cc2c(c3oc(=O)cc(C)c13)CCC(C)(C)O2)C(=O)O (stereo not given) | 1.6 | -1.2 | 1.0 | 3.2 | -0.1 | 9.4 | -2.5 | -0.1 | -0.6 | -6.2 | 0.7
CC(Sc1ncnc2ccccc12)C(=O)Nc1ccc2c(c1)OCO2 (stereo not given) | -0.3 | -0.7 | 1.4 | -0.7 | -1.3 | -0.3 | 1.1 | -2.1 | -1.5 | -2.8 | 0.1
COCC(=O)NC1CCN(C(=O)Nc2ccc(Br)cc2)CC1 | -0.2 | -1.4 | 2.4 | -0.9 | -0.6 | 0.2 | 1.7 | 0.7 | 0.5 | 11.5 | -1.2
CC(C)n1ncc(C(N)=O)c1N | -3.9 | -0.4 | 10.1 | -0.7 | 0.2 | -0.1 | -0.8 | 0.7 | 0.4 | 14.3 | 1.4
CC(=O)N1CCN(C(=O)c2cc3ccccc3o2)CC1 | 0.3 | -0.7 | 2.4 | -0.5 | -0.4 | 0.2 | -0.3 | 2.5 | -0.1 | 6.9 | -1.1
O=[N+]([O-])c1cc(F)cc(F)c1Nc1cc(F)cc(F)c1 | -3.2 | -1.5 | -2.3 | -1.8 | -1.9 | -0.5 | 1.0 | -7.8 | -0.4 | -1.6 | -0.3
CCN(CCN(C)C)C(=O)c1ccc2c(c1NCCO)C(=O)c1ccccc1C2=O | -1.2 | -1.6 | -8.3 | -1.1 | -1.1 | -0.4 | -9.7 | -4.3 | 1.5 | 5.2 | 0.4
O=[N+]([O-])c1ccc(N2CCCCC2)cn1 | -4.5 | -1.3 | -3.5 | 1.1 | -0.3 | -0.4 | 4.3 | 1.4 | 1.7 | 2.9 | 3.6
COCCn1c(C)cc(/C=C2/SC(=O)N(CC(=O)N3CCCC3)C2=O)c1C | 0.8 | -0.1 | 3.2 | -1.4 | 0.2 | 0.6 | 0.1 | 1.4 | -1.0 | -0.4 | 2.5
CC1CCN(c2nc(-c3ccco3)c3c(c2C#N)CC(C)(C)OC3)CC1 | -1.7 | -1.4 | 8.2 | -0.4 | -0.6 | 2.1 | 6.3 | 0.4 | 0.7 | -2.4 | 2.6
